uPA generation = qHTS for Inhibitors of Cell Surface uPA Generation. Potency, µM (doses to about 38.3 µM), without a hit: at the highest dose activity change, negative = inhibition, hits mostly inhibitors. 330,000 tested, 0.31% active. AID 540303, 2011. cell surface uPA generation assay, qHTS; active means well fitted inhibition curve with a large enough effect; inconclusive means small, poorly fitted or top-dose-only effect; inactive means no such curve, though single readings can be large or run the other way; tested in mouse RAW 264.7 cells; further: on the % scale 0 is the no-effect control and ±100 the full control effect; nearly all actives have a fitted effect of over 55% in size
NPC1 promoter act = qHTS Assay for NPC1 Promoter Activators. 320,000 tested, 2.4% active. Potency, µM (highest dose often 9.22 µM), for the others: at the top dose activation, most hits filed as activators. Huh7 NPC1 promoter luciferase reporter, 24 h. AID 485313, 2010;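 further: % of control where 0% means no effect; nearly all actives have a fitted effect of over 60% in size; reporter is driven by a mutant NPC1 promoter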
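Luminescence from an NPC1 promoter-driven luciferase reporter in stably transfected Huh7 cells was measured after 24 h compound treatment at 37 °C, followed by 10 min ambient incubation with luciferase detection reagent.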
ELG1 genotox = qHTS screen for small molecules that induce genotoxicity in human embryonic kidney (HEK293T) cells expressing luciferase-tagged ELG1; HEK293T ELG1-luciferase reporter, luminescence, 16 h; Potency, µM (titrated, usually from 46 µM), without a hit: at the top dose activity change, positive = activation, hits mostly activators; 330,000 tested, 1.3% active; AID 504466, 2011; further: % of control where 0% means no effect; nearly all actives have a fitted effect of over 60% in size
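Genotoxic stress is detected as increased luminescence from luciferase-tagged ELG1 in HEK293T cells, measured with ONE-Glo after a 16 hr treatment at 37 °C.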
MBNL1 CUG block = qHTS Assay for Inhibitors of MBNL1-poly(CUG) RNA binding; TR-FRET MBNL1-His/biotin-(CUG)12 binding, 665/545 ratio; 280,000 tested, 0.036% active; AID 2675, 2010; Potency, µM (series often up to 57.5 µM), for inactives: at the top dose activity change, negative = inhibition, actives largely listed as inhibitors; active means well fitted inhibition curve with a large enough effect in the signal ratio, with a control signal flat, not every such curve was filed as active; inconclusive means small, poorly fitted or top-dose-only effect, or effect the other way, or a change in a side signal; inactive means no such curve, though single readings can be large or run the other way; the % refers to the signal ratio; further: on the % scale 0 is the no-effect control and ±100 the full control effect
Target sequence (Q9NR56 whole entry, looked up): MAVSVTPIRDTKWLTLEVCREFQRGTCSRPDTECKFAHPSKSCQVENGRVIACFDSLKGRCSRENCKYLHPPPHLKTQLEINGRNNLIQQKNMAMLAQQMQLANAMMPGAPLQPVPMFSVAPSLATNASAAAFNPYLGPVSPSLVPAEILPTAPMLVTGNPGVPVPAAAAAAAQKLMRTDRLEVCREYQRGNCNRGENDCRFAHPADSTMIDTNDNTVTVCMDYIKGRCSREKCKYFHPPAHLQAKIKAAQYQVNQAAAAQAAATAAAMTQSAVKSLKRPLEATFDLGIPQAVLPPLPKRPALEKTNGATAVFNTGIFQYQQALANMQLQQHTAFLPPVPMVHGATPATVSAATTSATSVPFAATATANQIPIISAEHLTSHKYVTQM
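TR-FRET readout: Ex 340 nm, 665/545 nm emission ratio, normalized to buffer-only (basal) and MBNL1-(CUG)12 controls. Complex of MBNL1-His with Biotin-(CUG)12, compounds 92 nM–58 uM, incubated 60 min at room temperature.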
MLL CXXC-DNA inh = qHTS Fluorescence Polarization Assay for Inhibitors of MLL CXXC domain - DNA interaction | Histone-lysine N-methyltransferase 2A (Homo sapiens), Q03164 | MLL-CXXC / FITC-HOXA9 DNA fluorescence polarization | Potency, µM (doses to about 115 µM), without a hit: top-dose activity change, negative = inhibition, most hits filed as inhibitors | 290,000 tested, 0.037% active; active means well fitted inhibition curve with a large enough effect in the polarisation, with a control signal flat, not every such curve was filed as active; inconclusive means small, poorly fitted or top-dose-only effect, or effect the other way, or a change in a side signal; inactive means no such curve, though single readings can be large or run the other way; the % refers to the polarisation
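Fluorescence polarization: 7 uM MLL-CXXC (stock) preincubated 5 min with compounds, then 50 nM fluorescein-HOX-A9 DNA (stock) added; 30 min ambient. Buffer 50 mM Tris-HCl pH 7.5, 50 mM NaCl, 1 mM DTT, 0.05% BSA.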
Gal4-VP16 FLuc = VP16 counterscreen qHTS for inhibitors of ROR gamma transcriptional activity. Drosophila S2 Gal4-VP16 UAS-luciferase, luminescence, 20 h. Potency, µM (top dose mostly 53.6 µM), for inactives: at the top dose activity, negative = inhibition, actives largely listed as inhibitors. 310,000 tested, 3.5% active. AID 2546, 2010;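 further: Gal4-VP16 expression switched on by copper sulfate through the metallothionein promoter; on the % scale 0 is the no-effect control and ±100 the full control effect; nearly all actives have a fitted effect of over 50% in size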
FLuc modulator = qHTS profiling assay for firefly luciferase inhibitor/activator using purifed enzyme and Km concentrations of substrates (counterscreen for miR-21 project) | Luciferin 4-monooxygenase (Photinus pyralis), P08659 | purified FLuc, Km substrates, luminescence inhibition | Potency, µM (top dose mostly 57.5 µM), inactives show at the top dose activity change, negative = inhibition, usual class: inhibitors | 360,000 tested, 6.9% active | AID 588342, 2011;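 further: plate controls were vehicle for no effect and reference inhibitor for full effect; nearly all actives have a fitted effect of over 55% in size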
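Purified P. pyralis luciferase, 10 nM final, with Km-level 10 uM D-luciferin and 10 uM ATP in 50 mM Tris acetate pH 7.5, 10 mM Mg acetate, 0.01% Tween-20, 0.05% BSA; 6-point qHTS titration about 60 µM downward; luminescence read.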
Rab9 promoter act = qHTS Assay for Rab9 Promoter Activators; Huh7 Rab9 promoter-luciferase reporter, luminescence, 24 h; Potency, µM (series often up to 9.22 µM), for the others: top-dose activation, negative = inhibition, hits mostly activators; 320,000 tested, 2.8% active; further: % of control where 0% means no effect; nearly all actives have a fitted effect of over 60% in size
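Using Huh7 cells stably transfected with Rab9 promoter–luciferase, compounds were incubated 24 h at 37 °C, 5% CO2; luciferase luminescence was read 10 min after reagent addition.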
RORgamma inh = qHTS for inhibitors of ROR gamma transcriptional activity; AID 2551, 2010; Nuclear receptor ROR-gamma (Mus musculus), P51450; 310,000 tested, 5.4% active; Drosophila S2 Gal4-RORgamma UAS-luciferase reporter, 20 h; Potency, µM (series often up to 53.6 µM), without a hit: at the highest dose activity change, negative = inhibition, usual class: inhibitors; further: on the % scale 0 is the no-effect control and ±100 the full control effect; nearly all actives have a fitted effect of over 60% in size
Target sequence (P51450 whole entry, looked up, the tested form may be a part): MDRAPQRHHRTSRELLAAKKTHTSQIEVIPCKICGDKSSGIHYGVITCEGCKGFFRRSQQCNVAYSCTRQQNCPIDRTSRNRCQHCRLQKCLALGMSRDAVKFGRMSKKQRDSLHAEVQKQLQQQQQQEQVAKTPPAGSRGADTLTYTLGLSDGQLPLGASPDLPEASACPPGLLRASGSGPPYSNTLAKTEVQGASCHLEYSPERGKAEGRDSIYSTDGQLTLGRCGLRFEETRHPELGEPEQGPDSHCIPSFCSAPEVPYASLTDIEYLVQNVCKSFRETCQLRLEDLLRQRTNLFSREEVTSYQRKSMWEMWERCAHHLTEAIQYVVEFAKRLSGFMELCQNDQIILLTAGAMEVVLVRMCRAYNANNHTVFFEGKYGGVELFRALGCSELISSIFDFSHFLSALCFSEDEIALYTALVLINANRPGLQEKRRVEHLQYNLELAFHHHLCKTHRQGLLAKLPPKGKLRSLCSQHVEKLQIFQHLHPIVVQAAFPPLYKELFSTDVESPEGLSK
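Stable Schneider cell line, Gal4 DNA-binding domain fused to ROR gamma, UAS-luciferase. Cmpd 1 hr RT → CuSO4 700 uM final → 20 hr RT → luciferase reagent 10 min → luminescence.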
p53 reactivator = qHTS assay for re-activators of p53 using a Luc reporter. Potency, µM (series often up to 92.2 µM), for inactives: top-dose activity change, positive = activation, usual class: activators. 320,000 tested, 0.063% active. H1299 p53-A138V BP100-luciferase reporter, luminescence, 24 h. AID 504706, 2011; further: % of control where 0% means no effect; nearly all actives have a fitted effect of over 45% in size
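H1299 (p53-null), stable ts p53-A138V + BP100-Luc; 1000 cells/well, Opti-MEM/10% FBS; cpd 4 pt, 1:5; 24 h, 37 deg C, 5% CO2; detection reagent 10 min RT; luminescence.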
BRCA1 expr up = qHTS Assay to Identify Small Molecule Activators of BRCA1 Expression; AID 624202, 2012; MCF7-BRCA1-FFLuc reporter, luminescence, 48 h; response scale: scaled: vehicle 0%, 10 µM genistein 100%; Potency, µM (doses to about 46.1 µM), inactives show at the highest dose activation, usual class: activators; 380,000 tested, 1.1% active; further: nearly all actives have a fitted effect of over 80% in size; some results filed as inactive show a strong effect at the top dose
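Luminescence from a BRCA1-driven firefly luciferase in MCF7 cells was the read-out, taken 15 min after substrate addition following 48 h compound exposure at 37 °C. Data were normalized to a 10 microM genistein control and DMSO vehicle.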
Active calls of the source: *; ? = inconclusive; . = not tested or not shown; & = joins results of further samples; [ ] = remark or other dose. Unless noted, the call rests on the fitted dose curve; in most records, active means well fitted curve in the direction sought with a large enough effect; inconclusive means small, poorly fitted or top-dose-only effect, or another doubt; inactive means no such curve, though single readings can be large; an effect the other way counts as inactive or inconclusive. Potency means the concentration at half of the fitted maximal effect. Some of the compounds tested (hit frequency here may not be typical).

item	Molecule	ELG1 genotox	NPC1 promoter act	uPA generation	p53 reactivator	Gal4-VP16 FLuc	MBNL1 CUG block	RORgamma inh	BRCA1 expr up	Rab9 promoter act	FLuc modulator	MLL CXXC-DNA inh
1	COC(=O)c1cc(S(=O)(=O)Nc2cccc(OC)c2)cn1C	0%	0%	-23%	9%	-6%	-8%	31%	-15%	0%	2%	-14%
2	Cc1cccc(C)c1NC(=O)CSc1nnc(NC(=O)C2CC2)s1	-2%	-3%	-5%	-1%	0%	-4%	13%	-23%	-1%	0%	10%
3	Cc1cc(=O)[nH]c(N/N=C/c2ccc(-c3ccc([N+](=O)[O-])cc3)o2)n1	1%	1%	-2%	2%	-16%	?	16%	-22%	5%	-17%	9%
4	COCCN1Cc2cccc(C(=O)Nc3ccc(S(=O)(=O)N4CCCCC4)cc3)c2C1=O	4%	-4%	-1%	0%	-4%	1%	6%	-11%	-14%	1%	-6%
5	Cc1cc(NC(=O)Cn2nc(-c3cccs3)ccc2=O)cc(C)c1Br	-10%	-2%	2%	-2%	-11%	1%	?	-13%	-7%	-1%	-6%
6	CCCCN(CCCC)CCNC(=O)c1cn(CC)c2ccc(S(=O)(=O)N(C)C3CCCCC3)cc2c1=O	-7%	-2%	?	4%	-5%	-10%	-9%	5%&-6%	-2%	0%&-2%	2%
7	O=C(Cn1ncc2c(=O)oc3ccccc3c21)Nc1nc2ccccc2s1	5%	1%	.	11%	.	-1%	?	.	-6%	0%	61%[activator]
8	CN(CC(=O)Nc1cccc(C(F)(F)F)c1)Cc1ccccc1	-3%	-7%	.	8%	?	-4%	?	-17%	-1%	-2%	-4%
9	Nc1nonc1-n1nnc(C(=O)N/N=C/c2ccoc2)c1-c1ccccc1	2%	-3%	-15%	3%	?	9%	?	-13%	3%	2%	-2%
10	Cc1ccc2c(c1C)OC(=O)CC2c1ccccc1 (configuration not stated)	3%	0%	6%	?	-1%	14%	-10%	3%	-1%	-1%	-2%
11	COc1ccc(-c2nnc(SCC(=O)O)n2Cc2ccccc2)cc1	2%	0%	0%	?	6%	-3%	-3%	-4%	-6%	0%	-8%
12	COC(=O)c1cc(-c2ccc(S(=O)(=O)N3CCCCC3)cc2)c(C(F)(F)F)s1	-4%	-3%	10%	1%	-11%	2%	?	-12%	-3%	5%	-5%
13	O=C(/C=C\c1ccco1)Nc1nc(-c2ccccc2)cs1	3%	13%	3%	?	-19%	.	?	?	?	12µM*	.
14	Cc1cc(C)cc(Nc2c(F)c(F)c(F)c(F)c2C(=O)O)c1	-9%	-1%	7%	4%	4%	-18%	0%	-37%	-3%	?	15%
15	CCOC(=O)c1c(NC(=O)CSc2c[nH]c3ccccc23)sc2c1CCC2	4%	-6%	-16%	11%	-1%	5%	19%	-71%	-3%	-4%	10%
16	O=C(CN1CCCCC1)N=Nc1c(O)[nH]c2ccccc12	9%	-1%	-3%	2%	-11%	?	5%	2%	13%	?	0%
17	COc1cccc(N=Cc2c(O)n(-c3cccc(C)n3)c(=O)c3ccccc23)c1	-16%	2%	.	-5%	0%	?	-2%	1%	-1%	-2%	3%
18	COc1cccc(CC2(CO)CCCN(Cc3ccc(C)s3)C2)c1 (configuration not stated)	-4%	1%	5%	0%	-4%	-1%	-13%	-3%	-9%	-1%	6%
19	CCCc1cc(C(=O)Nc2ccc(F)c(Cl)c2)no1	?	1%	3%	25%	15%	0%	6%	11µM*	0%	5.4µM*	-2%
20	Cc1ccc(NC(=O)N2CCCC2C(=O)NCCc2ccccc2)cc1 (configuration not stated)	4%	4%	3%	0%	5%	0%	-1%	0%	0%	-3%	9%
21	O=c1[nH]ncn1-c1ccccc1	0%	-5%	-5%	-3%	-6%	-10%	-12%	7%	0%	1%	-5%
22	CCCNC(=S)Nc1ccc(Oc2ccccc2)cc1	-5%	-2%	.	-3%	11µM*	-1%	13µM*	8%	2%	-17%	8%
23	Cc1[nH]c2ccccc2c1C(=O)COC(=O)c1c(-c2ccccc2Cl)noc1C	-2%	-3%	-4%	-4%	?	-1%	35%	-42%	-9%	2%	10%
24	CCCNS(=O)(=O)c1ccc(CCC(=O)NCc2cccnc2)cc1	6%	-2%	4%	-2%	-3%	-7%	6%	2%	-8%	-2%	3%
25	CCCCn1nnnc1SCC(=O)Nc1cccc(C)c1	2%	0%	5%	-3%	-10%	-2%	2%	0%	-3%	-1%	5%
26	CCOC(=O)C1=C(C)NC(C)=C(C(=O)OCC)C1C	-2%&-2%	-1%&-2%	-7%	-5%&-4%	8%&1%	-16%&-7%	5%&-12%	18%	-1%&-10%	0%&-2%	-8%&7%
27	CCn1cc(CN2CCN(Cc3cccc(OC)c3)C(CCO)C2)c(C)n1 (configuration not stated)	-5%	-1%	4%	2%	5%	-25%	-16%	3%	-1%	1%	-8%
28	Oc1nc(Nc2ccc(Cl)cc2Cl)sc1/C=C1\C=Nc2ccccc21	-3%	1%	0%	13%	-3%	-13%	1%	-45%	-6%	-10%	34%[activator]
29	O=Cc1ccc(Oc2ncccn2)cc1	?	-2%	0%	2%	-3%[10 µM]	-12%	27%	-1%	-13%	-1%	12%
30	COc1ccccc1NC(=O)CSc1nnc2ccc(-c3ccccn3)nn12	-5%	8%	-6%	0%	.	.	.	-29%	-1%	2%	.
31	COC(=O)c1ccc(CO/N=C/c2ccc(OC)cc2)o1	?	?	0%	5%	-6%	5%	6%	9%	?	?	3%
32	CCN(CC)C(=O)c1nc[nH]c1C(=O)N(CC)CC	3%	1%	11%	13%	.	.	.	11%	4%	-2%	.
33	CSc1ccccc1NC(=O)c1cc(-c2ccco2)on1	?	29%	0%	6%	-2%	15%	-14%	-18%	22%	?	7%
34	COC(=O)COc1cccc(NC(=O)c2ccc(Cl)cc2)c1	-5%	-2%	-5%	2%	-9%[10 µM]	-3%	-19%	0%	-9%	27µM*	7%
35	c1ccc(Cc2noc(CN3CCN(C4CCc5ccccc5C4)CC3)n2)cc1 (configuration not stated)	-7%	-12%	-15%	8%	-23%	-4%	4%	-18%	-9%	3%	-7%
36	CC(NCc1ccc(-c2ccccc2)cc1)C(O)c1ccccc1 (configuration not stated)	4%	-3%	-18%	13%	2.8µM*	-1%	?	-66%	-1%	-3%	7%
37	CC(C)(Oc1ccc(Br)cc1Cl)C(=O)Nc1ccon1	-2%	-1%	3%	-24%	-4%	-3%	28%	-18%	-2%[1.84 µM]	-3%	4%
38	CCCCOCCCNS(=O)(=O)Cc1ccccc1	-3%	-6%	2%	16%	4%	0%	18%	1%	15%	7%	5%
39	O=C1CC(SCc2nc3ccccc3[nH]2)C(=O)N1c1cccc(Cl)c1 (configuration not stated)	1%	0%	-5%	1%	13µM*	4%	10µM*	-1%	11%	-1%	-4%
40	CCOC(=O)Cc1cc(=O)[nH]c(/N=C(\N)Nc2ccc(OC)cc2)n1	-5%	-2%	-3%	-2%	-4%	-17%	1%	0%	-10%	-1%	?
41	O=C(CCN1CCN(c2ccccc2F)CC1)Nc1ccc2c(c1)OCO2	-1%	2%	10%	1%	5%	7%	-19%	1%	-3%	-1%	-2%
42	CCC(C)NC(=O)C1CCN(S(=O)(=O)N2CCCC2)CC1 (configuration not stated)	-3%	-4%	7%	-12%	-7%	8%	-17%	-2%	-1%	-1%	-5%
43	O=C(O)c1ccc(N/N=C/c2cn(Cc3ccc(F)cc3)c3ccccc23)cc1	12µM*	2µM*	-21%	23%	-21%	5%	-35%	66%	2.8µM*	8.5µM*	-2%

Bioassay records deposited in PubChem by National Center for Advancing Translational Sciences (NCATS).
